Screens: PubChem, National Center for Advancing Translational Sciences (NCATS)
CBFb RUNX1 block = CBF-beta/RUNX1 interaction disruption; AlphaScreen CBFb-His/RUNX1-biotin binding, biochemical; Q01196+Q13951; AID 1477; 230,000 tested, under 10 active; Potency, µM (series often up to 59.8 µM), for the others: at the top dose activity, negative = inhibition, most hits filed as inhibitors; also: % of control where 0% means no effect
Target sequence (Q01196 whole entry, looked up): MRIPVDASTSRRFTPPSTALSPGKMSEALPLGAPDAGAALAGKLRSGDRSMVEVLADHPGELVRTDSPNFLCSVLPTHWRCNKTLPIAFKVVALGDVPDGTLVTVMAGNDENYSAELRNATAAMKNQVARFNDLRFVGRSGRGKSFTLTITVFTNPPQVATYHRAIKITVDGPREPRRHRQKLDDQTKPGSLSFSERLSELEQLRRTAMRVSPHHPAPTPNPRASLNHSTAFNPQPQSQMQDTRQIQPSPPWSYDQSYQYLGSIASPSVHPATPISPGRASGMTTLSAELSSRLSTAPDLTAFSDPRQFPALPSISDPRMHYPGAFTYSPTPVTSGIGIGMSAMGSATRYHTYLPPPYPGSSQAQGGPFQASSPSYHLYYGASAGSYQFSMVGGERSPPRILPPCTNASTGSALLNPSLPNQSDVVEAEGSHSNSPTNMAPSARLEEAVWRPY
Target sequence (Q13951 whole entry, looked up): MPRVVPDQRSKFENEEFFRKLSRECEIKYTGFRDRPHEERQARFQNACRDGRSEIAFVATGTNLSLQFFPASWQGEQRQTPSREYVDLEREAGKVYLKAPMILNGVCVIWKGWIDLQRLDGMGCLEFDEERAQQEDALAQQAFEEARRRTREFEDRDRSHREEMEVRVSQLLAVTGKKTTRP
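CBFb-His/RUNX1-biotin, 30 nM each, preincubated 20 min RT; compound 15 min RT; Ni + streptavidin beads 50 ng each, 90 min RT; AlphaScreen read.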
Epigenetic reg = regulators of epigenetic silencing causing reporter derepression in mouse cells. 0.2% of 280,000 active. Potency, µM (top dose mostly 53.9 µM), inactives show top-dose GFP activation, hits mostly activators. AID 1865. murine LDR cells, GFP reporter derepression, 30 h; also: potency is read from the fitted curve at half-maximal effect; % of control where 0% means no effect; nearly all actives have a fitted effect of over 60% in size
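Murine LDR cells bearing a silenced CMV-driven GFP reporter were exposed to compound for 30 h at 37 C. After PBS washes, GFP-positive cells (20-120 um objects) counted by laser-scanning microplate cytometry.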
IMPase Li cell = cell-permeable IMPase inhibitors with lithium potentiation | AID 1457 | CHO-M1 cells, IP1 TR-FRET (IP-One), carbachol + lithium | 0.35% of 210,000 active | Potency, µM (top dose mostly 59.4 µM), inactives show at the highest dose activity, negative = IMPase inhibition, hits mostly inhibitors;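 also: IP1 builds up when IMPase is blocked and the TR-FRET signal falls; potency is read from the fitted curve at half-maximal effect; plate controls were basal vehicle for no effect and high inhibitor control for full effect; nearly all actives have a fitted effect of over 50% in size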
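Steps: plate 2000 CHO-M1 cells per well and culture 16–30 h; add compound and lithium; incubate 30 min, 37C; add d2-IP1 tracer and Eu cryptate anti-IP1 antibody in lysis buffer; read after 10 min at room temperature.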
HTT aggregate = reduces HttQ103-GFP aggregates in PC12 cells; PC12 HttQ103-GFP aggregates, Acumen cytometry, 40 h; Potency, µM (doses to about 46.1 µM), inactives show top-dose activity change, negative = inhibition, most hits filed as inhibitors; 1.1% of 220,000 active; also: potency is read from the fitted curve at half-maximal effect; % is scaled to controls: 0 for no effect and ±100 for the full control effect; nearly all actives have a fitted effect of over 60% in size
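Ecdysone-promoter PC12 model expressing HTT exon 1 Q103 fused to GFP, induced by tebufenozide at 100 nM final. Compounds titrated; aggregates sized 1–25 µm scored on a 488 nm laser cytometer.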
NPSR antagonist = neuropeptide S receptor (human) antagonism, cAMP | AID 1461 | Potency, µM (top dose mostly 38.3 µM), for inactives: at the top dose activity change, negative = inhibition, most hits filed as inhibitors | 1% of 220,000 active | CHO-NPSR cells, cAMP TR-FRET, antagonist mode; also: potency is read from the fitted curve at half-maximal effect; % is scaled to controls: 0 for no effect and ±100 for the full control effect; nearly all actives have a fitted effect of over 50% in size; many of its hits are not listed in these tables
Target sequence (Q6W5P4 whole entry, looked up): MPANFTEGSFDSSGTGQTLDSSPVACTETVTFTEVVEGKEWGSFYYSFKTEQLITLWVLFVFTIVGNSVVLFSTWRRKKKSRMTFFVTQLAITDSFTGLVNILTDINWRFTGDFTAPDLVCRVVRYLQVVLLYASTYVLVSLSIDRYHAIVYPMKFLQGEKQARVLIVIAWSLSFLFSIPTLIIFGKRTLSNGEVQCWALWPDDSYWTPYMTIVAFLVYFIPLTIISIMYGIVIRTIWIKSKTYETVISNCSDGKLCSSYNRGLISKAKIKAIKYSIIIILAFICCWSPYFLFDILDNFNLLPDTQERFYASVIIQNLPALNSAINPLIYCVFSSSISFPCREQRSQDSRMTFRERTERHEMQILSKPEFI
L3MBTL1 inh = inhibitors of human L3MBTL1; AlphaScreen L3MBTL1–H3K9me1 peptide binding; Potency, µM (series often up to 57.1 µM), inactives show at the top dose activity, negative = inhibition, hits mostly inhibitors; 0.66% of 230,000 active; AID 485360; also: potency is read from the fitted curve at half-maximal effect; % is scaled to controls: 0 for no effect and ±100 for the full control effect; nearly all actives have a fitted effect of over 60% in size
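Read-out is AlphaScreen signal from streptavidin donor and nickel chelate acceptor beads (10 ug/mL final each) bridging L3MBTL1 (50 nM) and biotinylated K9-monomethylated H3(1-15) peptide (75 nM), after 30 min compound exposure at room temperature.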
Luc counter = counter-screen: inhibitors of Kinase-Glo firefly luciferase; 0.28% of 200,000 active; AID 1379; Kinase-Glo luciferase, ATP luminescence, 8 min; Potency, µM (highest dose often 38.3 µM), without a hit: at the highest dose activity change, negative = inhibition, actives largely listed as inhibitors; also: potency is read from the fitted curve at half-maximal effect; % is scaled to controls: 0 for no effect and ±100 for the full control effect; nearly all actives have a fitted effect of over 60% in size
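Compound is pinned into ATP-containing buffer (10 uM ATP, imidazole pH 7.2, 7 mM MgCl2). Kinase-Glo luciferase reagent is then added. Light output is recorded following an 8-min room-temperature incubation.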
Active calls of the source: *; u = inconclusive; x = not tested or not shown; & = joins results of further samples; [ ] = dose if it differs, or a comment. Calls follow the shape of the dose curve; as a rule, active = well fitted curve in the direction sought with a large enough effect; inconclusive = small, poorly fitted or top-dose-only effect, or another doubt; inactive = no such curve, though single readings can be large; an effect the other way counts as inactive or inconclusive.

Sequence of screens – CBFb RUNX1 block, Epigenetic reg, IMPase Li cell, HTT aggregate, NPSR antagonist, L3MBTL1 inh, Luc counter
COC(CNC(=O)c1ccc2c(c1)ncn2-c1ccc(F)cc1F)OC
  -8%, 1.1%, 1%, -8%, -9%, x, -1%
C(=C\c1ccccc1)/C=N/N1CCN(c2ccccn2)CC1
  -16%, 0.0%, 7%[38.3 µM], u, u, -7%, -7%
C/C=C/c1ccc(OCC(=O)Nc2ccc(OC)c(OC)c2)c(OC)c1
  -6%, -1.4%, 8%, 0%, 1%, -8%, 0%
COc1cc(C(=O)NCc2cn3ccccc3n2)cc(OC)c1OC
  -2%, -1.0%, 7%, 22%, 19%, -13%, 3%
O=C1CCC([N+](=O)[O-])C(c2ccccc2Cl)N1 (stereo unspecified)
  2%, 0.7%, 8%[38.3 µM], -2%, -10%[46.1 µM], x, 18%
Cc1ccccc1N1C(=O)C(Cc2ccc(F)cc2)S/C1=C(\C#N)C(N)=O (stereo unspecified)
  4%, -0.3%, x, -20%[9.22 µM], 6%[7.67 µM], -2%, x
CCN(CC)S(=O)(=O)c1ccc(C)c(NC(=O)CSc2nc3ccc(C)cc3[nH]2)c1
  -21%, -1.3%, 12%, 12%, -28%, -14%, -2%
O=C(NCc1ccc(Cl)cc1)c1cc2c(nc3sccn32)s1
  -26%, -1.0%, -14%[38.3 µM], 4%, u, -9%, -5%
COc1ccc(-c2cc(C(=O)OCC(=O)c3c(N)n(C)c(=O)n(C)c3=O)c3ccccc3n2)cc1
  1%, u, 11%, 10%, -30%, 5%, 0%
O=C(O)C1CC=CCC1C(=O)Nc1cccc(C(=O)N2CCCCC2)c1 (stereo unspecified)
  16%, -0.1%, -2%[38.3 µM], -15%, -4%[46.1 µM], 2%, -4%

Continued (two carried over from the part before).
Sequence of screens – CBFb RUNX1 block, Epigenetic reg, IMPase Li cell, HTT aggregate, NPSR antagonist, L3MBTL1 inh, Luc counter
COc1ccc(-c2cc(C(=O)OCC(=O)c3c(N)n(C)c(=O)n(C)c3=O)c3ccccc3n2)cc1
  1%, u, 11%, 10%, -30%, 5%, 0%
O=C(O)C1CC=CCC1C(=O)Nc1cccc(C(=O)N2CCCCC2)c1 (stereo unspecified)
  16%, -0.1%, -2%[38.3 µM], -15%, -4%[46.1 µM], 2%, -4%
CCC(C)NS(=O)(=O)c1ccc(S(=O)(=O)N2CC=C(c3ccc(F)cc3)CC2)cc1 (stereo unspecified)
  14%, 6.3%, 14%, -24%, -31%, -9%, 1%
CCC(=O)N1CCc2cc(S(=O)(=O)Nc3ccc4c(c3)OCCO4)ccc21
  0%, -3.9%, 36%[activator][38.3 µM], 7.9µM*, -15%[46.1 µM], x, -2%
Cc1cc(C)c(S(=O)(=O)N(C2=NCCS2)S(=O)(=O)c2c(C)cc(C)cc2C)c(C)c1
  8%, 1.2%, 15%, -2%, u, -1%, 2%
COC(=O)[C@@H]1CC[C@H](C)[C@@H](c2ccc(C)cc2)N1C(=O)c1ccc(/C=N/O[C@@H](C)CN2CCCCc3nc(C)c(C)cc32)cc1
  3%[2.36 µM], -1.2%, 16%, 13%, 10µM*, -9%, -3%
CCOc1ccc(N(CC(=O)NC(C)(C)C)S(=O)(=O)c2c(C)noc2C)cc1
  -2%, 0.0%, 12%[38.3 µM], 19%, -20%[46.1 µM], x, -2%
O=C(Nc1ccc(Br)cn1)c1coc(=O)c(Br)c1
  u, 2.4%, x, -8%[9.22 µM], 3%, x, x
COc1ccc(CNC(=O)CCCc2ccccc2)cc1
  -2%, -1.3%, -2%, -3%, 11%, 3%, -4%
Cc1cccc(CC(=O)N2CCN=C2SCc2ccc([N+](=O)[O-])cc2)c1
  -3%, -1.1%, 9%, 16%, u, -14%, -3%
CCC(=O)Nc1nc(OC)cc(OC)n1
  1%, -1.1%, 24%[38.3 µM], 19%, -13%[46.1 µM], x, 0%
CCN=C1S/C(=C\c2cc(OCC)c(O)cc2Br)C(=O)N1CC
  20%, -6.9%, 7%, -19%, -44%, -7%, -6%
C=CCOc1ccccc1CNc1cccc(F)c1
  20%, -3.2%, 3%, 11%, -12%, 34%[activator], -1%
COC(=O)C(O)(NC(=O)c1ccncc1)C(F)(F)F (stereo unspecified)
  1%, -1.9%, x, -18%[9.22 µM], 8%, x, x
CCOc1ccccc1NC(=O)C(OC(=O)c1ccccc1O)c1ccccc1 (stereo unspecified)
  11%, -0.8%, 6%, 15%, -26%, 3%, 0%
FC(F)(F)c1cccnc1-n1cncn1
  -1%, -0.3%, x, -6%[9.22 µM], -4%, 2%, x
CCn1c2ccccc2c2nnc(SCC(=O)OCN3C(=O)c4ccccc4C3=O)nc21
  5%, u, x, 2%, -4%[46.1 µM], -1%, x
Cc1ccccc1NC(=O)c1ccc2c(c1)C(=O)N(CCC(C)C)C2=O
  0%, -2.4%, -1%[38.3 µM], 3%[9.22 µM], -17%[46.1 µM], x, 1%
O=C1CN(S(=O)(=O)c2ccc(Cl)cc2C(F)(F)F)CCN1
  14%, -1.3%, -1%, -3%, 5%, 1%, 4%
CC(C)Oc1cccc(NC(=O)c2cnccc2C(F)(F)F)c1
  3%, -1.4%, x, -1%[9.22 µM], 2%[7.67 µM], 1%, x
Cc1ccc(-c2cn3c(n2)SCC3)cc1
  6%, 2.3%, -8%, -21%, 24%, x, -5%
COc1ccc(NC(=O)COc2nsnc2N2CCCCC2)cc1
  -15%, -0.9%, -20%[38.3 µM], 10%, u, -17%, -1%
COCCCNC(=S)N1CCN(C(=O)c2ccco2)CC1
  1%, -1.0%, -3%, 8%, 20%, -4%, -1%
OCC1(Cc2cccc(Cl)c2)CCCN(Cc2sc(N3CCCC3)nc2Cl)C1 (stereo unspecified)
  1%, 1.7%, 22%, -4%[9.22 µM], -42%, -2%, 2%
CC(=O)CSc1nnc(-c2ccc3c(c2)OCO3)o1
  7%, -1.0%, 0%, 10%, 1%[46.1 µM], -4%, -8%
COc1cc(OC)c(C2N(c3ccccn3)C(=O)C3CCCN32)cc1OC (stereo unspecified)
  5%, -1.9%, 5%[38.3 µM], -29%, -8%[46.1 µM], 5%, -3%
Cc1onc(-c2c(Cl)cccc2Cl)c1C(N)=O
  2%, 0.0%, 0%[38.3 µM], -7%, 2%[46.1 µM], -1%, -1%
Cc1csc(SCc2nc3sc4c(c3c(=O)[nH]2)CCC4)n1
  1%, -0.1%, 8%, -14%, -5%, 9%, -1%
O=C(COC(=O)c1cnccn1)c1ccc2ccccc2c1
  2%, 1.0%, 8%[38.3 µM], -3%, 14%[46.1 µM], x, 4%
COc1ccccc1CNC(=O)c1cccc(NC(=O)c2ccccc2)c1
  13%, 3.5%, 14%, 2%, -8%, -2%[11.4 µM], 2%
O=C(N1CCOCC1)C12CC3CC(C1)CC(n1cnc(Cl)n1)(C3)C2
  10%, -0.9%, -2%, -15%, 8%, -2%, 0%
Cc1ccc(NC(=O)c2ccc([N+](=O)[O-])o2)c(C)c1
  -3%, 0.0%, 2%, x, 12%, -1%, -2%
CN1CCN(C2=C(Cl)C(=O)C(c3cnc(N4CCCCC4)s3)=C(Cl)C2=O)CC1
  -2%, -0.1%, 0%, 6%, u, -25%, -2%
CCOC(=O)c1ccc(CC(=O)c2ccc(O)cc2O)o1
  -7%, 0.1%, 23%[38.3 µM], -8%, -14%[46.1 µM], x, 0%
S=C(NCCc1ccccc1)N1CCN(C(c2ccccc2)c2ccccc2)CC1
  18%, -1.5%, 0%, 4%, -27%, -1%, 3%
COc1ccc(NC(=O)C(=O)NCc2ccncc2)c(OC)c1
  6%, -0.9%, -4%, -5%, -1%[46.1 µM], 2%, 1%
CN1C(=O)/C(=C2\SC(N3CCCCCC3)=NC2=O)c2ccccc21
  -11%, -3.6%, 48%[activator][38.3 µM], -3%, u, x, -9%
C/C=C1/NN(CCCN2CCN(c3cccc(Cl)c3)CC2)C(=O)N1CCOc1ccccc1
  -2%, -1.6%, 22%, -5%, x, x, 3%[39.9 µM]
O=C(O)CSc1nnc(-c2ccccc2)c(-c2ccccc2)n1
  6%, 1.8%, x, -9%[9.22 µM], -32%, 2%, x
Cc1cc(C(F)(F)F)nn1CC(=O)N(C)c1ccccc1
  13%, -0.1%, 0%, -3%[9.22 µM], -12%, 8%, 0%
CCC(C)NC(=O)NCc1ccccc1F (stereo unspecified)
  3%, 4.9%, -7%, 8%[9.22 µM], 8%, 2%, -1%
CCc1ccc(Nc2ncc3c(n2)CC(C)CC3=O)cc1 (stereo unspecified)
  8%, 1.1%, 5%, -9%[9.22 µM], -3%, 12%, -5%
COc1ccc(C(=O)OCC(=O)Nc2ccc(Cl)cn2)cc1
  11%, 4.8%, 5%, 10%, 3%, x, -2%
CC(C)CC(COCc1ccc(Cl)cc1)N1CCN(C(=O)c2cccc(C(F)(F)F)c2)CCC1=O (stereo unspecified)
  3%[2.36 µM], -2.3%, 11%, -27%, -26%, 4%, 0%
CCOC(=O)N1CCN(C(=S)Nc2ccc(C)cc2C)CC1
  -5%, -4.3%, 1%, 17%, 15%, 42%[activator], 1%
CCN(CCO)C(=S)Nc1cc(C(=O)OC)ccc1C(=O)OC
  7%, 0.2%, -2%, 14%, 11%, 5%, 3%
Cc1cccc(C(=O)NCCN2CCOCC2)c1[N+](=O)[O-]
  -8%, 0.0%, -10%, 3%, 39%, 2%, 0%
Cc1cccc2c(C(=O)Nn3cnnc3)cc(-c3ccccc3Cl)nc12
  0%, 0.0%, -2%, 20%, -4%, -6%, -1%
CC[C@@H](C)C(NC(=O)OC(C)(C)C)c1cn([C@@H](Cc2ccc(O)cc2)C(=O)N2CCN(C(=O)OC(C)(C)C)CC2)nn1 (stereo partly specified)
  9%, -3.0%, 4%, 8%[9.22 µM], 34%, 3%, x
O=C(O)C1(NS(=O)(=O)c2ccc(F)c(Cl)c2)CCCCC1
  6%, -1.1%, 10%[38.3 µM], u, -8%[46.1 µM], 13%, -1%
CCCCC/C=C\CC1OC1CCCCCCCC(=O)O (stereo unspecified)
  -6%&-2%, 0.0%&-1.1%, -1%&14%, x, x, x, 0%
CN(C)Cc1ccc(F)cc1Sc1ccc(Cl)cc1Cl
  -1%, -1.5%, 9%, -32%, -23%, u, 1%
O=C(O)c1ccc(CN2CCOCC2)o1
  4%, -1.2%, 4%, u, -8%, 6%, -4%
Cn1c(SCC(=O)N2CCOCC2)nnc1-c1cccc(NC(=O)c2ccccc2F)c1
  3%, 1.0%, 16%[38.3 µM], -4%, -10%[46.1 µM], -8%, -2%
O=C(COc1cccc2cccnc12)N1CCc2ccccc21
  0%, -0.4%, 1%, -21%[9.22 µM], -6%, 24%, -1%

A portion of the library. The share of hits here may be higher or lower than overall.
